DDE Tn7 FP inh – DD(E)-Tn7 binding inhibition, primary FP screen. P02675. FP displacement of FITC-Tn7 peptide from fibrin DD(E); 0% = median of compound wells per plate. inhibition, % at 8.3 µM. actives 0.13% (n = 370,000). AID 720508;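 active = inhibition above the mean of compounds falling within the control limits plus 3 SD of them, cut at about 14% in these data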;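 also: 0% = plate median of compound wells and 100% = 10 µM Aha-Tn7 peptide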
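Test system – human fibrin DD(E) · Times – 10 min preincubation, 3 h with tracer, room temperature · Detection – fluorescence polarization of the labelled Tn7 tracer · Measure – percent inhibition normalized to high-control wells · Benchmarks – high control wells with 10 µM unlabelled Aha-Tn7 peptide (full inhibition) · Repeats – singlicate testing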
KLK7 zymogen act – activates the human kallikrein-7 zymogen; P49862; actives 0.9% (n = 370,000); activation, % at 7 µM; purified proKLK7, EDANS-DABCYL substrate fluorescence; 100% is mature enzyme control, 0% vehicle;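 active = activation above the mean of all tested compounds plus 3 SD, computed per campaign excluding outliers beyond control limits, cut at about 13% in these data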
Target sequence (P49862 whole entry, looked up): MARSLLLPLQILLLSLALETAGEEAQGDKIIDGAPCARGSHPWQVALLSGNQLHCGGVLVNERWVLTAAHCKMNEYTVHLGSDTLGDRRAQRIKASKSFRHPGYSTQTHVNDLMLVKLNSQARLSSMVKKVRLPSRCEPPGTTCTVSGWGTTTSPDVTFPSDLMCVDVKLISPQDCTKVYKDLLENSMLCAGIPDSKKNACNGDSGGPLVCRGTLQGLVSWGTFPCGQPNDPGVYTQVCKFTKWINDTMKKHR
TCR CD3 inh – inhibitors of human TCR-CD3 interaction | actives 0.37% (n = 360,000) | inhibition, % at 9.4 µM | TAMRA-labeled TCR probe fluorescence, biochemical; in the data active = inhibition above about 19%;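 also: recombinant mutant TCR 2C K166C tagged with TAMRA read by polarization; 0% = receptor in buffer alone and 100% = receptor with positive control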
TDP2 inh – blocks human TDP2 phosphodiesterase activity; inhibition, % at 12.8 µM; AID 720702; actives 0.34% (n = 370,000); O95551; recombinant TDP2, T5PNP hydrolysis, p-nitrophenol absorbance 415 nm;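 active = inhibition above the mean of all tested compounds plus 3 SD, set per campaign, cut at about 25% in these data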;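 also: 0% = DMSO with enzyme and 100% = buffer with substrate but no TDP2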
Target sequence (O95551 whole entry, looked up): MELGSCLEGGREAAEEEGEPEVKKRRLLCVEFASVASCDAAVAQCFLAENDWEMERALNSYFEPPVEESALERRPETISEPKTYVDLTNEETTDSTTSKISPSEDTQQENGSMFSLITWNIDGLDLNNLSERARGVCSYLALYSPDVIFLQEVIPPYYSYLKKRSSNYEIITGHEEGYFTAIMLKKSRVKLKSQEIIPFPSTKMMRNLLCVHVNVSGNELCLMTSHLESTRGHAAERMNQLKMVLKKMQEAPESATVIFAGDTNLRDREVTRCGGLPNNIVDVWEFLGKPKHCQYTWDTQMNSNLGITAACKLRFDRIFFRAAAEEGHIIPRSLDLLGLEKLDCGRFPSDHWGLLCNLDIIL
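Assay system: recombinant human TDP2 / Reagent: T5PNP substrate at 5 mM, a TopII-DNA adduct mimic / Measured by: epi absorbance from released p-nitrophenol / Evaluation: % inhibition relative to enzyme-containing and enzyme-free wells / Control set: enzyme-free and DMSO wells / Replicates: each compound tested once, singlicate / Schedule: enzyme reaction with compound for 2 h at 37 °C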
SIAE primary – inhibitors of human sialic acid acetylesterase SIAE. Q9HAT2. SIAE FP-Rh probe binding, fluorescence polarization. inhibition, % at 9.66 µM. actives 0.69% (n = 370,000);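 active = inhibition above a cutoff: mean of compounds within the control limits plus 3 SD of those, cut at about 17% in these data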;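 also: 0% = plate median of compound wells and 100% = probe without SIAE protein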
UHRF1 MBD2 ctr – UHRF1 methyl-DNA binding inhibition; UHRF1 binding to methylated oligo, TR-FRET; AID 687016; actives 0.75% (n = 370,000); Q96T88; inhibition, % at 4.4 µM; in the data active = inhibition above about 21%;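 also: UHRF1 SRA domain binding a hemimethylated CpG hairpin DNA probe; 0% = median of test compound wells and 100% = reference inhibitor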
LEDGF integ inh – blocks HIV-1 LEDGF/p75-dependent DNA integration; TR-FRET IN-LEDGF/p75 DNA integration, Eu/Cy5; inhibition, % at 3.7 µM; actives 0.64% (n = 370,000); AID 743269;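 active = inhibition above the screen-wide mean plus 3 SD, cut at about 13% in these data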;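 also: signal is the Cy5 over europium emission ratio at 671 and 618 nm; 0% = plate median of compound wells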
PRMT1 inh – PRMT1 (human) inhibition, primary screen; recombinant PRMT1, activity-based probe fluorescence polarization; inhibition, % at 2.79 µM; actives 1.3% (n = 370,000);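 active = inhibition above about 21% made by adding two undisclosed values, limit read from the data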
Tn6 DDE FP – disrupts Tn6 cyclic peptide binding to fibrin D-Dimer-E complex; P02675; actives 0.21% (n = 370,000); Fibrin DD(E) TRITC-Tn6 fluorescence polarization displacement; inhibition, % at 8.3 µM;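 active = inhibition above a per-campaign cutoff: mean of compounds within control limits plus 3 SD, cut at about 15% in these data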;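 also: 0% = median of all compound wells on the plate and 100% = blocking peptide control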
MBD2 DNA inh – inhibitors of human MBD2 binding to methylated oligonucleotide. inhibition, % at 4.4 µM. actives 0.31% (n = 370,000). Q9UBB5. TR-FRET; in the data active = inhibition above about 13%
Target sequence (Q9UBB5 whole entry, looked up): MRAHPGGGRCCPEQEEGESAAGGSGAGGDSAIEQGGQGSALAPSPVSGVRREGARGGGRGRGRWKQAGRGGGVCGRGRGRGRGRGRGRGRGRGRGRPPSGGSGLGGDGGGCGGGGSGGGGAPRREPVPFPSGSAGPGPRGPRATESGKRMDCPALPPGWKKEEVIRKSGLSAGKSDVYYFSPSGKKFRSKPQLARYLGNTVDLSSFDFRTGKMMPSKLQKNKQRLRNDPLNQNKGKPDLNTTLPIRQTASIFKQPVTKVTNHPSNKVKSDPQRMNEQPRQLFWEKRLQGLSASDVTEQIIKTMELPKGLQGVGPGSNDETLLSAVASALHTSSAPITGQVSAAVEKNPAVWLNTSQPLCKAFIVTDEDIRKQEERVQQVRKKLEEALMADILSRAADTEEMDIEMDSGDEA
Active calls of the source: *. No enrichment for hits (roughly 4.6% active in at least one column).

Structure	DDE Tn7 FP inh	KLK7 zymogen act	TCR CD3 inh	TDP2 inh	SIAE primary	UHRF1 MBD2 ctr	LEDGF integ inh	PRMT1 inh	Tn6 DDE FP	MBD2 DNA inh
CCOC(=O)N1CCN(C(=O)C2CCCN(c3ncnc4c3sc3cccc(F)c34)C2)CC1 (stereo unspecified)	-1	-0.5	1	-5	5	-1	0	2	-2	2
O=C(c1ccc(Cl)cc1)N1CCOc2ccccc21	-4	-0.3	0	-7	-2	-1	-2	1	0	-2
CCN1CCN(C(=S)Nc2ccc(Cl)c(Cl)c2)CC1	-5	1.0	-2	7	2	-4	0	-2	2	4
O=C(O)CCc1ccc(-c2ccc(Cl)cc2)n1CC(=O)Nc1ccccc1	-8	-1.4	4	1	6	-2	2	4	1	-2
Cc1cc(-c2ccc(C)c(S(=O)(=O)NCCC(C)N3CCCCCC3)c2)on1 (stereo unspecified)	-5	-0.2	4	-2	5	-4	3	-5	1	-6
CCCCCNC(=O)C(c1ccncc1)n1c(=O)c(-c2ccco2)nc2ccccc21 (stereo unspecified)	-3	4.8	-2	-3	7	-2	-1	8	5	-5
O=C1C(=Cc2cccc(O)c2O)SC(=S)N1CCCN1CCOCC1	-6	0.0	7	2	7	-1	24*	82*	-13	-2
CC(=O)N1c2ccc(S(=O)(=O)N3CCCC3)cc2CC1C(=O)NCc1ccc(N(C)C)cc1 (stereo unspecified)	5	0.7	2	-6	0	0	-4	3	5	-3
Cc1ccccc1-n1c(=O)cc(N2CCN(Cc3ccccc3)CC2)[nH]c1=O	2	0.5	5	13	7	-1	18*	-3	-2	-9
COc1ccccc1/C=C/C=N/NC(=O)c1cnccn1	9	0.3	-7	-31	0	-4	10	-3	-8	-7
COc1ccc(NC(=O)CN2CCN(S(=O)(=O)c3ccc(F)cc3)CC2)cc1Cl	4	-0.4	-2	4	0	3	-1	0	5	5
NS(=O)(=O)c1ccc(CCNC(=O)c2cc(-c3cccs3)nc3ccccc23)cc1	-9	-7.9	1	11	-4	-2	2	1	-4	2
CCn1c(=S)sc2c(=O)n(CC(=O)Nc3cccc(OC)c3)c(C)nc21	8	0.4	5	4	3	0	2	-3	9	-4
CCCNC(=O)COc1coc(CN2CCN(C(=O)c3ccco3)CC2)cc1=O	-2	0.0	1	-3	2	1	2	-1	-2	-4
CCCSCCCNC(=O)c1ccc(C)c(NC(=O)C2=C(C)OCCS2)c1	-3	0.2	8	-28	-13	-4	2	1	-1	0
COc1ccc(C(CC(=O)NC(C)c2ccc(-c3ccccc3)cc2)NC(C)=O)cc1 (stereo unspecified)	0	-0.4	-1	-4	-7	1	-2	-3	3	1
Cc1cccc(N2CCN(C(=O)C34CC5CC(CC(C5)C3)C4)CC2)c1C	-2	-0.2	-6	-9	-4	3	-5	4	1	7
CCOC(=O)Nc1oc2ccccc2c(=O)c1CN1CCOCC1	-4	0.1	1	3	1	1	-2	3	2	1
O=C(NCCN1CCOCC1)c1ccc(=O)n(Cc2ccc(Cl)cc2)c1	-8	-0.1	-2	3	1	1	2	1	7	-4
CCOc1ccccc1NC(=O)C1CC(=O)n2ncnc2N1 (stereo unspecified)	-7	-0.6	1	-11	-7	2	4	18	-5	-1

As a short view, 3 of the compounds above:
Structure	DDE Tn7 FP inh	KLK7 zymogen act	TCR CD3 inh	TDP2 inh	SIAE primary	UHRF1 MBD2 ctr	LEDGF integ inh	PRMT1 inh	Tn6 DDE FP	MBD2 DNA inh
CCOC(=O)Nc1oc2ccccc2c(=O)c1CN1CCOCC1	-4	0.1	1	3	1	1	-2	3	2	1
O=C(NCCN1CCOCC1)c1ccc(=O)n(Cc2ccc(Cl)cc2)c1	-8	-0.1	-2	3	1	1	2	1	7	-4
CCOc1ccccc1NC(=O)C1CC(=O)n2ncnc2N1 (stereo unspecified)	-7	-0.6	1	-11	-7	2	4	18	-5	-1

(list continues)
Structure	DDE Tn7 FP inh	KLK7 zymogen act	TCR CD3 inh	TDP2 inh	SIAE primary	UHRF1 MBD2 ctr	LEDGF integ inh	PRMT1 inh	Tn6 DDE FP	MBD2 DNA inh
CC(C)CCSc1nc2[nH]ncc2c(=O)[nH]1	6	-0.7	9	-9	-1	-1	-4	-2	0	-2
CCc1ccccc1NC(=O)Cn1ccn(-c2ccc(OC)cc2)c(=O)c1=O	-1	0.3	-1	6	16	-3	0	-5	-4	-3
CCOC(=O)c1c(C)oc2c(CN3CCN(C)CC3)c(Br)c(OC)c(O)c12	4	0.7	-2	7	-4	-1	-1	2	-6	4
CCOc1ccc(S(=O)(=O)N2CCN(C(=S)NC3CC3)CC2)cc1	0	0.3	-1	-8	-1	-1	-2	-4	7	-2
O=C(O)CNS(=O)(=O)c1c(Cl)cccc1Cl	4	0.4	2	-2	1	11	0	1	4	5
CC(=O)Nc1c(Cl)cc2c(c1Cl)C(=O)c1ccccc1-2	-1	0.6	-4	-5	-1	-1	0	2	-1	-8
O=C(COCc1ccccc1)N[C@@H]1c2ccccc2CC[C@H]1OCc1ccccc1	5	0.2	-1	-1	-7	2	2	0	-5	-2
COC(=O)CN(c1ccccn1)S(=O)(=O)c1ccccc1	7	-0.2	0	-5	-7	-2	-3	-1	0	0
Cc1ccc(C(=O)NC(C)c2ccc(-n3ccnc3)cc2)cc1S(=O)(=O)N1CCOCC1 (stereo unspecified)	9	-0.1	6	-10	-2	1	-1	0	1	-5
O=C(CCCCCCC(=O)NCc1ccccc1)NCc1ccccc1	0	1.0	5	-5	2	1	-2	-4	0	-3
CC(C)C(=O)Nc1ncc(Cc2ccc(Cl)cc2)s1	-1	0.1	1	-4	-7	0	0	-1	3	-1
Cc1cc(C(F)F)n2ncc(C(=O)NC3CCCCCC3)c2n1	-1	0.3	0	6	1	-6	-4	0	-4	-2
O=C(O)c1cccc(-n2cccc2/C=C/[N+](=O)[O-])c1	-1	0.8	0	13	-6	74*	36*	26*	1	21*
COC(=O)c1cc(Cn2nc(C(=O)O)c3ccccc3c2=O)oc1C	4	-0.9	-1	-4	2	2	-4	-1	-12	6
CCOC(=O)C1=C(C)NC2=C(C(=O)CC(c3cccs3)C2)C1c1cccs1 (stereo unspecified)	-5	-0.3	6	0	2	-1	-2	-1	-4	-2
COc1ccc(NC(=O)CCSc2ccc3ccccc3n2)cc1	12	-0.3	2	4	-3	1	2	-1	3	5
CCCCC1(CC)C(=O)NC(=O)NC1=Nc1ccc(OC)cc1 (stereo unspecified)	0	-0.1	-6	2	5	-1	0	0	3	-4
Cc1nc2sccn2c(=O)c1S(=O)(=O)NCC(C)c1ccccc1 (stereo unspecified)	1	1.0	-3	-2	1	1	-5	3	1	-2
Clc1ccc(C2=NN(c3ccccc3)C(c3ccco3)C2)cc1 (stereo unspecified)	7	-5.1	4	8	0	-1	-2	3	-1	2
COc1cc(NC(=O)NCC2CCN(Cc3ccccc3F)CC2)cc(OC)c1	-2	0.4	5	6	4	0	0	-4	-2	-2

(more compounds)
Structure	DDE Tn7 FP inh	KLK7 zymogen act	TCR CD3 inh	TDP2 inh	SIAE primary	UHRF1 MBD2 ctr	LEDGF integ inh	PRMT1 inh	Tn6 DDE FP	MBD2 DNA inh
Cc1ccc(S(=O)(=O)Nc2cc(=O)[nH]c(SCC(=O)Nc3ccccc3C(F)(F)F)n2)cc1	4	-0.1	2	4	-6	5	-4	12	-9	-1
Cc1ccc(NC(=O)C(NC2CCCC2)c2ccccc2)cc1Cl (stereo unspecified)	-3	-0.1	0	9	-3	-1	1	-3	2	-1
COc1ccc(NS(=O)(=O)c2cc(NC(=O)C(CC(C)C)NC(N)=O)ccc2N2CCOCC2)cc1 (stereo unspecified)	4	0.6	-3	5	6	3	2	-2	-2	-2
C[C@H](NC(=O)Nc1cccc(C(F)(F)F)c1)C(=O)O	-9	0.1	6	-1	0	-2	-2	0	-8	-3
COC(=O)C(C)N=Cc1ccccc1 (stereo unspecified)	0	0.4	2	9	0	12	5	0	7	0
Cc1nc(NCCc2ccccc2)c2oc3ccccc3c2n1	-6	0.4	2	0	-2	2	5	0	-3	-4
CCO/C=C1/C(=O)N(c2ccc(OC)cc2)C(=O)c2ccccc21	-3	-1.5	-3	-16	7	-2	4	3	4	0
O=C(Nc1nnc(Cc2ccc(Cl)cc2)s1)c1cccs1	5	-0.4	0	15	-1	0	0	-3	8	2
O=S(=O)(Cc1ccccc1)Oc1ccccc1	0	-0.5	-4	-5	1	1	2	-1	5	3
CNC(=O)c1cc2cc(Cl)cc(OC)c2oc1=O	3	-5.1	-6	-6	3	-2	8	-2	4	-5
O=C(O)c1ccc(N2CC3CC(C2)c2cccc(=O)n2C3)c(NC(=S)Nc2ccc(Br)cc2)c1 (stereo unspecified)	3	0.2	-10	5	1	0	-2	5	0	3
O=C(NCc1cccnc1)c1ccc(Cl)c(S(=O)(=O)N2CCCCCC2)c1	-4	0.4	0	6	1	-1	1	2	5	-5

Part of the list above, with each value named.
O=C(O)c1cccc(-n2cccc2/C=C/[N+](=O)[O-])c1
  DDE Tn7 FP inh = -1
  KLK7 zymogen act = 0.8
  TCR CD3 inh = 0
  TDP2 inh = 13
  SIAE primary = -6
  UHRF1 MBD2 ctr = 74*
  LEDGF integ inh = 36*
  PRMT1 inh = 26*
  Tn6 DDE FP = 1
  MBD2 DNA inh = 21*
CC(=O)Nc1c(Cl)cc2c(c1Cl)C(=O)c1ccccc1-2
  DDE Tn7 FP inh = -1
  KLK7 zymogen act = 0.6
  TCR CD3 inh = -4
  TDP2 inh = -5
  SIAE primary = -1
  UHRF1 MBD2 ctr = -1
  LEDGF integ inh = 0
  PRMT1 inh = 2
  Tn6 DDE FP = -1
  MBD2 DNA inh = -8
O=C(Nc1nnc(Cc2ccc(Cl)cc2)s1)c1cccs1
  DDE Tn7 FP inh = 5
  KLK7 zymogen act = -0.4
  TCR CD3 inh = 0
  TDP2 inh = 15
  SIAE primary = -1
  UHRF1 MBD2 ctr = 0
  LEDGF integ inh = 0
  PRMT1 inh = -3
  Tn6 DDE FP = 8
  MBD2 DNA inh = 2
O=C(O)CCc1ccc(-c2ccc(Cl)cc2)n1CC(=O)Nc1ccccc1
  DDE Tn7 FP inh = -8
  KLK7 zymogen act = -1.4
  TCR CD3 inh = 4
  TDP2 inh = 1
  SIAE primary = 6
  UHRF1 MBD2 ctr = -2
  LEDGF integ inh = 2
  PRMT1 inh = 4
  Tn6 DDE FP = 1
  MBD2 DNA inh = -2
